# mIAP activ – activators of mouse IAP, primary screen, biochemical, luminescence, uHTS. intestinal alkaline phosphatase [Mus musculus]. muIAP, CDP-Star luminescence, 30 min; active compounds read high; 1 = vehicle-only enzyme signal, 0 = enzyme-free wells. activation factor at 10 µM. 0.24% of 330,000 active;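 active = activation factor of at least 2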; also: the source names both 10 and 20 µM as test concentration; values of inactives mirror those of a sister screen read the other way
#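 Assay system: mouse IAP enzyme / Compound: DMSO-dissolved test compounds / Timing: 30 min, room temperature / Measured by: luminescence from enzymatic CDP-Star hydrolysis / Control set: DMSO-only wells, enzyme-free buffer wells as negative control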
# hIAP activ – human IAP activators, primary screen, biochemical, luminescence, uHTS; purified human IAP, CDP-Star luminescence, 30 min; active compounds read high; 1 = vehicle-only enzyme, 0 = enzyme-free background; Intestinal-type alkaline phosphatase (Homo sapiens), P09923; 0.16% of 330,000 active; activation factor at 10 µM;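 active = activation factor of the enzyme at least 2-fold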; also: the source names both 10 and 20 µM as test concentration; values of inactives mirror those of a sister screen read the other way
# hIAP inh – human IAP inhibitors, primary screen, biochemical, luminescence, uHTS; inhibition, % at 10 µM; 0.12% of 330,000 active; AID 2544, 2010; purified IAP, CDP-Star luminescence, 30 min; Intestinal-type alkaline phosphatase (Homo sapiens), P09923;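 active = inhibition reaching a set limit with compound at 10 µM in the primary screen, cut at about 35% in these data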;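 also: plate controls were DMSO wells with enzyme for no effect and no-enzyme buffer wells for full effect; values of inactives mirror those of a sister screen read the other way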
# HKDC1 inh – HKDC1 hexokinase inhibitors, primary screen, biochemical, fluorescence, uHTS | inhibition, % at 20 µM | 0.16% of 340,000 active | Q2TB90 | recombinant HKDC1, G6PDH/diaphorase resazurin coupled fluorescence;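 active = inhibition above about 35% when tested at 20 µM, limit read from the data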;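 also: plate controls were DMSO wells with enzyme for no effect and DMSO wells lacking enzyme for full effect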
# Target sequence (Q2TB90 whole entry, looked up): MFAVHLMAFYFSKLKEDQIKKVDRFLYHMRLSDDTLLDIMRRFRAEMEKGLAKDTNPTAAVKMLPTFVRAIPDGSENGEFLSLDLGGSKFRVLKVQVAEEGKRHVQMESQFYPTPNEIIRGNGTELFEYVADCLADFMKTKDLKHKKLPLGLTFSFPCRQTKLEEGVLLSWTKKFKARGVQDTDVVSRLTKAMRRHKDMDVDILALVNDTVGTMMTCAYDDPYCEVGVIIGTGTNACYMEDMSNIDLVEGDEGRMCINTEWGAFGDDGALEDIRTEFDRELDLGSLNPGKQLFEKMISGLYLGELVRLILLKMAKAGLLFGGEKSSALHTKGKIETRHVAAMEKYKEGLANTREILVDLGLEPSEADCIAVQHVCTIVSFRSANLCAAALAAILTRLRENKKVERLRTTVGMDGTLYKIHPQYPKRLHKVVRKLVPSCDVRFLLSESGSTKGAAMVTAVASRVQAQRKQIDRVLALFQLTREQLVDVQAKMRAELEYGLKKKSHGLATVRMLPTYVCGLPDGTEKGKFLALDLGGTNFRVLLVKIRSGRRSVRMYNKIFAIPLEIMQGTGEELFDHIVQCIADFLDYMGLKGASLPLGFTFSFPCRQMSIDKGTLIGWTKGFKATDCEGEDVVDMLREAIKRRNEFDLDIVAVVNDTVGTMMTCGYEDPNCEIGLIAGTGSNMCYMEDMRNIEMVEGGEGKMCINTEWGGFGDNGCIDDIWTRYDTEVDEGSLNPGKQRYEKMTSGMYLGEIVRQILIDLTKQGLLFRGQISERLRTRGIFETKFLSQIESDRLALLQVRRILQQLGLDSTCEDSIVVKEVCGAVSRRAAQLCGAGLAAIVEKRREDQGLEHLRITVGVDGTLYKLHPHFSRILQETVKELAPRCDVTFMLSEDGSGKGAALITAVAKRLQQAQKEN
#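 test system = in-house recombinant HK5 (HKDC1) enzyme | amount = HKDC1 at 5 µg/mL | control set = DMSO-enzyme wells negative, buffer-substituted wells positive | compound = one dose of 20 µM, 1% DMSO | schedule = reaction time 90 min, room temperature, protected from light | technique = resorufin fluorescence at 613 nm | reagent = glucose with 1 mM ATP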
# ATG4B inh – ATG4B protease inhibitors, primary screen, biochemical, fluorescence, uHTS. Cysteine protease ATG4B (Homo sapiens), Q9Y4P1. ATG4B cleavage of LC3-PLA2, NBD-HPC fluorescence, 1 h. inhibition, % at 8.33 µM. 0.51% of 340,000 active; in the data active = inhibition above about 40%
# A3A deaminase – APOBEC3A ssDNA deaminase inhibitors, primary screen, selectivity assay for APOBEC3G inhibitor project, biochemical, FAM/TAMRA oligo cleavage fluorescence; DNA dC->dU-editing enzyme APOBEC-3A (Homo sapiens), P31941; inhibition, % at 20 µM; 0.41% of 330,000 active; AID 493011, 2011; recombinant A3A, FAM/TAMRA ssDNA deamination fluorescence;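 active = at least 40% inhibition at 20 µM here, with at most 30% in a related deaminase screen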;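 also: plate controls were A3A with DMSO for no effect and wells lacking A3A enzyme for full effect; some results filed as inactive read as strong as hits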
# Target sequence (P31941 whole entry, looked up): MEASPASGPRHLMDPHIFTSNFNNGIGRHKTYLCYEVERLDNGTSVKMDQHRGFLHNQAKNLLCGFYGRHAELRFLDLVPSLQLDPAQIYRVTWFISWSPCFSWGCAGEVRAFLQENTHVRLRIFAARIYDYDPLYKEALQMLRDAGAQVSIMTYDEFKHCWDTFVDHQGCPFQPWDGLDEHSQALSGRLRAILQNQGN
# PfG6PD inh – PfG6PD enzyme inhibitors, primary screen, biochemical, fluorescence intensity, uHTS; glucose-6-phosphate dehydrogenase-6-phosphogluconolactonase (Plasmodium falciparum 3D7); inhibition, % at 20 µM; 0.78% of 350,000 active; PfGluPho enzyme, NADPH resazurin-diaphorase fluorescence; AID 504690, 2011;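 active = inhibition reaching at least a set limit at 20 µM in the primary screen, cut at about 59% in these data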;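 also: 0% = DMSO wells with substrate and 100% = DMSO wells lacking glucose-6-phosphate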
# mIAP inh – inhibitors of mouse IAP, primary screen, biochemical, luminescence, uHTS; intestinal alkaline phosphatase [Mus musculus]; purified mouse IAP, CDP-Star luminescence, 30 min; inhibition, % at 10 µM; 0.2% of 330,000 active; AID 2806, 2010;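 active = inhibition of at least 40% at 10 µM in the primary screen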;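 also: plate controls were DMSO with enzyme for no effect and no enzyme wells for full effect; values of inactives mirror those of a sister screen read the other way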
# An asterisk follows results filed as active; / = not tested or not shown. Hits appear at their usual frequency (roughly 2.4% active in at least one column).
no.	mol	ATG4B inh	PfG6PD inh	hIAP activ	HKDC1 inh	hIAP inh	mIAP activ	A3A deaminase	mIAP inh
1	O=C(c1ccc(S(=O)(=O)NCc2ccco2)cc1)N1CCN(c2ccc(F)cc2)CC1	1	3	1.1	3	-7	1.1	2	-6
2	COc1ccc(CN2CCc3c([nH]c4ccccc34)C2)cc1Br	0	8	0.91	-1	9	1	1	-1
3	Cc1nc(Nc2ccc(S(=O)(=O)N3CCCC3)cc2)c2nnn(Cc3ccccc3)c2n1	-3	7	0.96	-3	4	0.89	-4	11
4	Cc1cccc(N2CCN(C(=O)c3ccc(NC4=NC5CS(=O)(=O)CC5S4)cc3)CC2C)c1 (stereo not given)	-6	11	1.1	2	-7	1	-7	0
5	CC(=O)c1ccc(-c2nc3ccccc3n2C)o1	-2	-8	1	-12	-1	1	5	-1
6	CCOC(=O)C1CCCN(CC(=O)Nc2c(C(=O)OC)[nH]c3ccc(Br)cc23)C1 (stereo not given)	-3	-3	0.97	0	3	0.89	-2	11
7	O=C(O)CCn1ccc2cc(S(=O)(=O)N3CCCCCC3)ccc21	-1	-25	1.2	-2	-23	1	-9	-1
8	Cc1cccc(N2CCN(C(=O)n3ccnc3)CC2)c1C	-15	9	1	-2	-4	0.94	-3	6
9	Cc1nn(C)cc1CN(C)C(=O)CC12CC3CC(CC(C3)C1)C2	-13	3	0.93	-12	8	0.97	-5	2
10	Cc1c(C(=O)OCC(=O)N2CC(C)OC(C)C2)oc2ccc(Br)cc12 (stereo not given)	-7	-6	1.1	-3	-9	1	-2	-1
11	CCOC(=O)C1=C(CC)Nc2ccccc2N/C1=N\S(=O)(=O)c1ccc2ccccc2c1	-14	-12	1.1	4	-7	0.98	-6	2
12	CCOC(=O)N1CCN(c2ccc(N3C(=O)CCCC3=O)cc2[N+](=O)[O-])CC1	-9	-8	1.2	-4	-17	1	-7	-4
13	Cc1nc(SCC(=O)CC(=O)OC(C)C)c(C#N)c(C)c1C	6	20	0.94	10	6	1	1	-2
14	CC(Sc1ccc2c(c1)OCCO2)C(=O)Nc1ccc2c(c1)OCO2 (stereo not given)	3	-19	1	1	-4	0.99	2	0
15	O=C(CSc1nc2ncc(Cl)cc2[nH]1)N(Cc1ccccc1)C1CCS(=O)(=O)C1 (stereo not given)	5	-7	0.94	4	6	1.1	0	-14
16	Cc1nn(Cc2ccccc2)c(C)c1NC(=O)CCCn1nc(C)c([N+](=O)[O-])c1C	2	-13	0.96	0	4	0.99	-2	1
17	Cc1cc(=O)nc2c3ccccc3n(C(C)C(=O)Nc3cc(F)ccc3F)n12 (stereo not given)	-9	3	0.88	-3	12	0.99	2	1
18	COc1ccc(OC)c(S(=O)(=O)N2CCN(CC(O)COc3ccc(C#N)cc3)CC2)c1 (stereo not given)	-1	2	0.94	-3	6	0.98	-6	2
19	CCOC(=O)[C@H]1[C@H]2COc3ccc(Cl)cc3[C@@H]2N2C(=O)c3ccc(Cl)cc3NC(=O)[C@@]12C	6	-5	0.86	5	14	1.1	-1	-6
20	CC(C)NCC(O)COCc1ccc(Cl)cc1 (stereo not given)	-9	-1	0.99	-16	1	0.92	-5	8
21	Cc1nn(C)c(Cl)c1CN1CCCC(CO)(Cc2cccc(Cl)c2)C1 (stereo not given)	3	-11	1.1	18	-11	0.95	-1	5
22	O=S(=O)(c1ccc(N2CCN(Cc3ccccc3)CC2)nc1)N1CCCC1	4	-14	1	-6	-2	0.92	1	8
23	O=C(NNC1=NS(=O)(=O)c2ccccc21)c1cccc([N+](=O)[O-])c1	-1	7	1.1	-6	-6	1	-6	-4
24	Cc1ccc(C(c2c(C)n(C)n(-c3ccccc3)c2=O)c2c(C)n(C)n(-c3ccccc3)c2=O)s1	-3	15	1	-25	-2	0.93	-1	7
25	Cc1cc(C)cc(N(CCC#N)C(=O)CSC2=Nc3ccccc3C3CC=NN23)c1 (stereo not given)	-19	25	0.97	-2	3	0.84	2	16
26	CCNCc1ccccc1OCc1ccccc1	5	-21	1.2	6	-18	1	0	-3
27	CCOC(=O)C(C(=O)OCC)N(C#N)c1nc(N(C)C)nc(N(C)C)n1	2	3	0.93	-9	7	1.1	22	-9
28	Cc1c(C(=O)OCC(=O)Nc2c(C)n(C)n(-c3ccccc3)c2=O)cccc1[N+](=O)[O-]	3	-16	1.1	15	-9	1.1	-1	-8
29	O=[N+]([O-])c1cccnc1Sc1ccc(Br)cc1	2	5	1.1	-4	-14	0.94	-1	6
30	COc1ccc(N(C)C(=O)c2oc(=O)c3ccccc3c2-c2ccc(C)cc2)c(OC)c1	-1	-15	0.86	4	14	1	3	-3
31	CCN(CC(=O)NCc1cccs1)C(=O)c1cccc(S(=O)(=O)N(C)C)c1	-7	2	0.95	-7	4	1.1	-4	-11
32	Cc1ccc(-c2nc(CSCC(=O)N3CCN(C(=O)c4ccco4)CC3)c(C)o2)cc1	-3	18	0.98	-4	2	0.82	-3	18
33	Cn1c2c(c(=O)n(C)c1=O)C(CC(=O)Nc1ccccc1)C(=O)N2 (stereo not given)	-12	-6	1.1	-1	-9	0.94	0	6
34	COc1cc(NC(=O)CN2C(=O)NC(c3ccccc3)(c3ccccc3)C2=O)c(C)cc1[N+](=O)[O-]	-11	-2	0.83	-2	17	0.88	21	12
35	CCOc1ccc(NC(=O)c2ccc(NC(=S)NC3CC3)cc2)cc1	4	-8	0.98	0	2	0.9	-5	10
36	Cc1ccc(CN2CCNC(=O)C2CC(=O)N(Cc2c(C)nn(C)c2C)C2CC2)o1 (stereo not given)	13	6	0.97	-6	3	1	1	0
37	Cc1c(CC(=O)N2CCN(C(=O)C3COc4ccccc4O3)CC2)c(=O)oc2cc(O)c(Cl)cc12 (stereo not given)	0	12	1.2	2	-21	0.96	-5	4
38	COc1ccc(NC(=O)CSc2nccn2Cc2ccco2)cc1	1	9	1.2	-5	-21	0.96	4	4
39	Cc1cc(N2CCCC2=O)ccc1S(=O)(=O)NCCOc1ccccc1	-2	-18	1.1	12	-7	1	0	-3
40	COc1ccc(CNCc2ccccc2C(F)(F)F)cc1	0	6	1.1	-11	-11	1	0	-3
41	COc1ccccc1-c1nnc(SCC(=O)c2c(N)n(C3CC3)c(=O)[nH]c2=O)n1C	-5	-12	1	-2	-1	1	3	-3
42	Cc1ccc(S(=O)(=O)Cn2nnnc2C(c2ccc(F)cc2)N2CCC(C(N)=O)CC2)cc1 (stereo not given)	-9	-3	1	-6	0	1	-3	-4
43	COc1ccc(N2C3=[N+](CCCC3)CC2(C)O)cc1 (stereo not given)	4	8	0.8	-7	20	0.94	-2	6
44	C#CCOCCOCCOCCNc1nc(N2CCN(C(=O)[C@H]([C@@H](C)CC)n3cc([C@@H](N)CC(C)C)nn3)CC2)nc(N2CCN(C(=O)[C@H](Cc3cc4ccccc4[nH]3)n3cc([C@@H](N)C(C)CC)nn3)CC2)n1 (stereo not given in full)	/	/	1.1	/	-14	1.4	-3	-35
45	CN1CCN(C(=S)Nc2ccc(S(N)(=O)=O)cc2)CC1	-4	20	1	-5	-1	0.96	0	4
46	Cc1c(Cl)cccc1NC(=O)Cc1cccs1	6	5	1.1	-9	-8	1.1	-2	-7
47	CC(C)CC(NC(=O)c1ccc(Cl)cc1)C(=O)OCc1cc([N+](=O)[O-])cc2c1OCOC2 (stereo not given)	-2	25	1	-3	-4	0.95	0	5
48	Cc1c(/C=N/NC(N)=O)c2ccccn2c1C(=O)c1ccncc1	-11	22	0.9	5	10	0.99	-2	1
49	Cc1cccc(NC(=S)NNC(=O)c2csc(C(C)C)c2)c1	6	0	1.6	10	-61	0.93	-1	7
50	Cc1cccc(-c2cc(C(=O)Nc3sc(C)c(C)c3C(N)=O)c3ccccc3n2)c1	0	2	0.77	-1	23	0.98	4	2

# Full records as entered above.
# `Cc1c(/C=N/NC(N)=O)c2ccccn2c1C(=O)c1ccncc1` is listed with ATG4B inh = -11; PfG6PD inh = 22; hIAP activ = 0.9; HKDC1 inh = 5; hIAP inh = 10; mIAP activ = 0.99; A3A deaminase = -2; mIAP inh = 1
# `COc1ccc(N(C)C(=O)c2oc(=O)c3ccccc3c2-c2ccc(C)cc2)c(OC)c1` is listed with ATG4B inh = -1; PfG6PD inh = -15; hIAP activ = 0.86; HKDC1 inh = 4; hIAP inh = 14; mIAP activ = 1; A3A deaminase = 3; mIAP inh = -3

# Next entries:
no.	mol	ATG4B inh	PfG6PD inh	hIAP activ	HKDC1 inh	hIAP inh	mIAP activ	A3A deaminase	mIAP inh
51	Cc1ccc(OC(=O)c2ccc3snnc3c2)cc1	-16	12	0.87	-7	13	0.94	-7	6
52	O=C(Nc1cccc([N+](=O)[O-])c1)ONC1=NCCCCC1	-5	-10	1	-6	-2	1	-1	-3
53	CCN(CC)C(=O)c1cccc(C)c1	3	-8	0.84	-3	16	0.98	-6	2
54	NC(=O)c1oc2ccccc2c1NC(=O)CS(=O)(=O)c1ccccc1	10	-6	0.82	-2	18	0.88	-4	12
55	C=CCn1c(SCC(=O)Nc2cccc(OC)c2)nnc1-c1cccnc1	-2	13	1.1	0	-6	1	-3	-3
56	CCOC(=O)c1cc(=O)c2ccc(OCC(=O)Nc3ccccc3)cc2o1	-1	5	1.1	-1	-10	1.2	-6	-18
57	Cc1nc2ccc(NS(=O)(=O)c3c(C)c(C)cc(C)c3C)cc2s1	-16	11	1.1	6	-12	0.99	2	1
58	CCCCn1c(N)c(N(CC(C)C)C(=O)CCCSc2nncs2)c(=O)[nH]c1=O	1	9	1.1	-10	-8	0.98	0	2
59	COC(=O)C1=C(C)NC(=S)NC1c1ccc(OCC(=O)N2CCCCC2)c(OC)c1 (stereo not given)	-2	5	1	-10	-4	0.98	-4	2
60	COc1ccc(CCNC(=O)C(C)SCC(=O)Nc2ccc(F)cc2)cc1 (stereo not given)	-1	-10	1.2	0	-22	1.1	0	-6
61	CCc1ccc(N2CC(C(=O)OCC(=O)Nc3ccc(C(C)=O)cc3)CC2=O)cc1 (stereo not given)	-29	6	0.89	0	11	1.1	0	-7
62	Cc1nn(CC(=O)NCCc2ccc(Cl)cc2Cl)c(C)c1[N+](=O)[O-]	23	0	1.2	-8	-15	1	0	-3
63	CCN(CC)S(=O)(=O)c1cccc(N=Nc2c(O)c3ccccc3oc2=O)c1	-3	-26	0.95	-6	5	1	3	-1
64	CCCCn1c(N)c(N(CCC(C)C)C(=O)c2ccc(N3CCCC3=O)cc2)c(=O)[nH]c1=O	-4	10	0.97	-7	3	0.99	43*	1
65	O=C(NC(=O)N1CCOCC1)c1ccccc1	8	-13	0.91	3	9	0.94	-1	6
66	Cc1nnc(NCCc2ccccc2)[nH]c1=O	0	-9	1	0	0	0.97	-5	3
67	CCN(CC)C(=O)C1=C(C)Nc2nnnn2C1c1cccnc1 (stereo not given)	-9	-17	1.1	-2	-7	1.1	-3	-8
68	O=C(CN1C(=O)C2C3C=CC(C3)C2C1=O)NCc1ccccc1 (stereo not given)	-3	7	1	-11	0	1	6	-1
69	CS(=O)(=O)Cc1cccc(C(=O)NN(c2ccccc2)c2ccccc2)c1	-12	20	0.89	2	11	0.89	-1	11

# Assay outcomes as filed in PubChem.
